Compound activity from PubChem BioAssay.
BAZ2B inh = BAZ2B (human) inhibition; Q9UIF8; AlphaScreen BAZ2B-H3K14Ac peptide displacement; Potency, µM (series often up to 114 µM), inactives show at the highest dose activity change, negative = inhibition, most hits filed as inhibitors; 360,000 compounds, 4.4% hits; also: potency is read from the fitted curve at half-maximal effect; % is scaled to controls: 0 for no effect and ±100 for the full control effect; nearly all actives have a fitted effect of over 60% in size
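AlphaScreen luminescence quantifies BAZ2B engagement of H3K14Ac peptide; the protein and biotinylated peptide are both at 50 nM final, buffer PBS pH 7.4 with 0.01% Tween-20, all steps at room temperature.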
JMJD2A Tudor = JMJD2A Tudor domain (human) inhibition. O75164. AlphaScreen JMJD2A-Tudor / H3K4me3 peptide binding. Potency, µM (series often up to 114 µM), for inactives: at the top dose activity change, negative = inhibition, actives largely listed as inhibitors. 390,000 compounds, 4.4% hits; also: potency is read from the fitted curve at half-maximal effect; % is scaled to controls: 0 for no effect and ±100 for the full control effect; nearly all actives have a fitted effect of over 50% in size
Tb PGK inh = inhibitors of T. brucei phosphoglycerate kinase. P07378. PGK/GAPDH coupled, Kinase-Glo luminescence, 60 min. Potency, µM (doses to about 57.5 µM), without a hit: top-dose activity change, negative = inhibition, actives largely listed as inhibitors. 380,000 compounds, 0.043% hits; also: potency is read from the fitted curve at half-maximal effect; % is scaled to controls: 0 for no effect and ±100 for the full control effect; nearly all actives have a fitted effect of over 60% in size
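Recombinant glycosomal PGK reaction used 1,3-bisphosphoglycerate generated in-well by GAPDH (100nM final) in 100mM TEA pH 7.6, 5mM MgCl2, 0.01% Tween-20. After 60 minutes at room temperature, ATP was read by Kinase-Glo Plus luminescence end-point.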
POLH inh = DNA polymerase eta (human) inhibition. Q9Y253. recombinant Pol eta, fluorescent DNA replication assay. Potency, µM (series often up to 114 µM), for the others: top-dose activity change, negative = inhibition, most hits filed as inhibitors. 390,000 compounds, 1.2% hits; also: potency is read from the fitted curve at half-maximal effect; % is scaled to controls: 0 for no effect and ±100 for the full control effect
Target sequence (Q9Y253 whole entry, looked up): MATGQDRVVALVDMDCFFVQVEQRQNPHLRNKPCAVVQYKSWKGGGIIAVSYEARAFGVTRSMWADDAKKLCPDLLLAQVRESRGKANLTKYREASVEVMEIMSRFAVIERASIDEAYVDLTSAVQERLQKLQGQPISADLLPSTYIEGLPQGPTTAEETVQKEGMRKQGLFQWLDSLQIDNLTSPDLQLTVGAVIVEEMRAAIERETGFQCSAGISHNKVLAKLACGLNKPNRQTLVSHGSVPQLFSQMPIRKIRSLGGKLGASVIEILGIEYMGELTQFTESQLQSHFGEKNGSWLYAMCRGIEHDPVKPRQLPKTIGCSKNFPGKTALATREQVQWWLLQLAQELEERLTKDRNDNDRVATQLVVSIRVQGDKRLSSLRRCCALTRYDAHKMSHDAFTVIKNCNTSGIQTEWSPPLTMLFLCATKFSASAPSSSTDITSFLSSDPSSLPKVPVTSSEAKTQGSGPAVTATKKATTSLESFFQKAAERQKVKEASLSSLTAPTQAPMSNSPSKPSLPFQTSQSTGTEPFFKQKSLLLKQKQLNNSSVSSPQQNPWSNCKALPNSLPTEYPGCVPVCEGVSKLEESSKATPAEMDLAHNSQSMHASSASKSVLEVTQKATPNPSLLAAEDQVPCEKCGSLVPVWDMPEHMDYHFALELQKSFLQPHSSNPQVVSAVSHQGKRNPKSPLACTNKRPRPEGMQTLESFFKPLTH
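Pol eta (10 nM) was preincubated with compounds for 15 min at room temperature, after which fluorescent replication substrate (50 nM final) was added to start the reaction. Fluorescence was read kinetically at 0 and 10 min.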
GLS inh = blocks human kidney-isoform glutaminase activity; O94925; GLS enzymatic activity, qHTS titration; Potency, µM (highest dose often 45.5 µM), without a hit: top-dose activity change, negative = inhibition, actives largely listed as inhibitors; 410,000 compounds, 0.21% hits; also: potency is read from the fitted curve at half-maximal effect; % is scaled to controls: 0 for no effect and ±100 for the full control effect
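Read-out is an Amplex red fluorescence increase coupled through glutamate oxidase and HRP, measured before and after 30 min room-temperature incubation. hKGA is in 45 mM KH2PO4 (pH 8.2) with 0.02% Tween-20; glutamine added as 1mM solution.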
Pin1 inh = human Pin1 inhibition. AID 504891. Q13526. Pin1 FP peptide displacement, HiFluor488, 10 min. Potency, µM (top dose mostly 115 µM), inactives show at the highest dose activity, negative = inhibition, usual class: inhibitors. 390,000 compounds, 0.009% hits; active = well fitted inhibition curve with a large enough effect in the polarisation, with a control signal flat, not every such curve was filed as active; inconclusive = small, poorly fitted or top-dose-only effect, or effect the other way, or a change in a side signal; inactive = no such curve, though single readings can be large or run the other way; the % refers to the polarisation; also: potency is read from the fitted curve at half-maximal effect; % is scaled to controls: 0 for no effect and ±100 for the full control effect
G9a block = G9a (human) methyltransferase inhibition. 350,000 compounds, 8.8% hits. Q96KQ7. G9a H3K9 monomethylation, AlphaScreen, 2 h. Potency, µM (doses to about 102 µM), inactives show at the highest dose activity, negative = inhibition, hits mostly inhibitors. AID 504332; also: potency is read from the fitted curve at half-maximal effect; % is scaled to controls: 0 for no effect and ±100 for the full control effect; nearly all actives have a fitted effect of over 75% in size
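Chemiluminescent proximity detection of H3K9 monomethylation, read after 10 min bead incubation in the dark. Reaction: 20 nM G9a, 500 nM biotin-H3K9 peptide, 20 uM SAM cofactor, 2 h, room temperature, following 15 min enzyme-compound preincubation.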
PI4K2A block = inhibitors of human PI4K2A; Q9BTU6; purified PI4K2A, ADP-Glo luminescence, 1 h; hits give low values; activity change, negative = inhibition, % at 76.9 µM; 420,000 compounds, 0.13% hits; AID 1346378; in the data active = activity change below about -50%; inconclusive = mostly about -30% to -49%;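 also: -100% = wells without enzyme as full effect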
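In this quantitative HTS, ADP production by PI4K2A was quantified luminescently after 1 h at ambient temperature; 100 microM adenosine served as plate-quality control.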
HP1b chromo inh = inhibitors of HP1-beta chromodomain binding to methylated histone tails; P83916; AlphaScreen HP1-beta / biotin-H3K9me3 peptide binding; Potency, µM (highest dose often 114 µM), inactives show at the top dose activity change, negative = inhibition, usual class: inhibitors; 390,000 compounds, 0.56% hits; AID 540317; also: potency is read from the fitted curve at half-maximal effect; nearly all actives have a fitted effect of over 70% in size; inactives centre near 23
Target sequence (P83916 whole entry, looked up): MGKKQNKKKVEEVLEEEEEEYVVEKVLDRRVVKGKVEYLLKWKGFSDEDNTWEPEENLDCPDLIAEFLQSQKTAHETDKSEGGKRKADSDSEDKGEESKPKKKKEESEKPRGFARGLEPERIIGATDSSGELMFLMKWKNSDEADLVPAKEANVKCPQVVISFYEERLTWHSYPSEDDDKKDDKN
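Compound inhibition of the preformed complex between 50 nM HP1-beta and 50 nM biotinylated H3K9me3 peptide was read by AlphaScreen. Buffer was PBS pH 7.4 with 0.01% Tween-20. Incubations ran 30 min at room temperature, with 10 ug/mL donor/acceptor beads.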
An asterisk follows results filed as active; i = inactive; u = inconclusive; x = no result given; & = joins results of further samples; [ ] = dose if it differs, or a comment. Unless noted, calls follow the shape of the dose curve; as a rule, active = well fitted curve in the direction sought with a large enough effect; inconclusive = small, poorly fitted or top-dose-only effect, or another doubt; inactive = no such curve, though single readings can be large; an effect the other way counts as inactive or inconclusive.

Below each SMILES: Tb PGK inh	JMJD2A Tudor	BAZ2B inh	GLS inh	Pin1 inh	PI4K2A block	G9a block	POLH inh	HP1b chromo inh
> O=S(=O)(Nc1ccc2c(c1)OCO2)c1ccccc1
    -11%	-14%	-3%	38%[activator]	-4%	-8	14µM*	-14%	6%
> Cc1cc(C(=O)Nc2ccc(N3CCCC3)c(Cl)c2)ccc1[N+](=O)[O-]
    3%	25µM*	28µM*	7%	u	2	-7%[59 µM]	-23%	u
> O=C(c1ccccc1)c1ccc(C(=O)N2CCN(c3ccccc3)CC2)cc1
    -3%	u	u	12%	-3%	-1	u	-21%	2%
> CC(C)c1ccc(NC(=O)COC(=O)[C@@H]2CCCN2C(=O)c2cccs2)cc1
    6%	-7%	x	-6%	u	-2	x	-31%	40%[activator]
> O=C(COc1ccccc1Cl)N(Cc1ccco1)C1CCS(=O)(=O)C1 (stereo not given)
    x	-10%	9%	10%	7%	-3	2%	-1%	24%
> Cc1ccc(SC(CC(=O)c2ccc(C)cc2)C(=O)O)cc1 (stereo not given)
    -2%	8%	31%[activator]	15%	7%	-9	-5%[59 µM]	4%	56%[activator]
> O=C(CSc1nnc(-c2ccccc2)c(-c2ccccc2)n1)N1CCOCC1
    i	-18%	-2%	0%	3%	11	-38%[59 µM]	-8%	27%
> COc1ccc2cc3cc(C(=O)N4CCCC(C)C4)oc3nc2c1 (stereo not given)
    -3%	-5%	-2%	-6%	-4%	-5	9%[59 µM]	-15%	82%[activator]
> CCOc1ccc(C(=O)Nc2ccc(NC(=O)c3ccco3)c(Cl)c2)cc1Cl
    -3%	-20%	-5%	-10%	19%	5	-10%	u	35%
> O=C(NCC(=O)N(c1ccccc1)C(C(=O)NCC1CCCO1)c1ccccc1)c1cccs1 (stereo not given)
    0%	-1%	1%	4%	-1%	1	9%[59 µM]	-2%	13%
> Cc1nnc(NC(=O)c2ccc(S(=O)(=O)N3CC(C)OC(C)C3)cc2)o1 (stereo not given)
    -4%	2.8µM*	25µM*	-2%	-7%	1	8%	-15%	34%
> CCN(CC)CCN1C(=O)C(=O)/C(=C(/O)c2cnn(-c3ccccc3)c2C)C1c1ccc(C)o1 (stereo not given)
    i	-13%	-3%	-3%	5%	-5	-6%[59 µM]	-5%	25%
> CCc1c(C)[nH]n(-c2nc(-c3cccc([N+](=O)[O-])c3)cs2)c1=O
    i	u	-1%	3%	u	-8	0%[59 µM]	-6%	-14%
> C/C(=N\N1CCN(Cc2ccccc2Cl)CC1)c1ccc(F)cc1
    -7%	-12%	-13%	8%	4%	-10	x	-9%	25%
> Cc1c(S(=O)(=O)N2CCN(c3ccc(F)cc3)CC2)c(=O)n(C)c(=O)n1C
    -3%	-2%	-1%	11%	1%	0	x	-4%	8%
> CCN1CCN(Cc2ccc(NC(=O)c3ccc(C)c(/C=C/c4cnc(Nc5cc(N6CCNCC6)nc(C)n5)cn4)c3)cc2C(F)(F)F)CC1
    0%&-2%	79µM*	u	-2%&2%	u	-4&-6	28µM*	79µM*	u
> COc1cnc(-c2ccccn2)nc1Sc1ccccc1Cl
    1%	u	-36%[57.1 µM]	-7%	-8%	-3	100%[activator][59 µM]	-15%	4%
> Cc1ccc(NC(=O)C2CCN(c3nn4cc(-c5ccc(C)cc5)nc4s3)CC2)cc1
    -1%	u	4%	0%	-1%	-2	u	-14%	39%[activator]
> O=S1(=O)C=C(SCCN2CCCC2)c2ccccc21
    -1%	-15%	9%	9%	-4%	-8	u	-8%	34%
> COc1ccc2oc(=O)c(C(=O)Nc3ccccc3O)cc2c1
    -17%	-1%	-13%	2%	7%	-2	x	-19%	31%
> C/C(=N\Nc1nccnc1Cl)c1ccc(O)c(C)c1
    -12%	-23%	12%	7%	2%	-20	-4%[0.501 µM]	-11%	16%
> Cc1cc(NC(=O)C(C)SCC(=O)NCc2ccc(F)cc2)no1 (stereo not given)
    -5%	1%	5%	8%	8%	-1	-23%[2.33 µM]	-16%	25%
> Cc1ccc2c(c1)C(=O)OC(C(=O)Nc1ncc(Cc3ccc(C(C)C)cc3)s1)C2 (stereo not given)
    -6%	8%	-2%	-12%	-5%	-4	10%[59 µM]	-9%	30%
> Cc1cc(C)c(NC(=O)c2ccccc2C(=O)c2ccccc2)c(C)c1
    1%	-9%	-10%	6%	1%	4	-8%	8%	5%
> O=c1c2cc([N+](=O)[O-])ccc2nc(CN2CCN(c3ccccn3)CC2)n1-c1ccccc1F
    i	-11%	-25%	2%	3%	-4	u	-11%	-1%
> O=C1NCCNC1c1ccccc1 (stereo not given)
    0%	-6%	x	14%	5%	1	x	-10%	36%
> Cc1cccc(CN2CCC(C(=O)Nc3cccc(-c4cscn4)c3)CC2)n1
    i	-14%	-14%	10%	-6%	2	4%[0.501 µM]	0%	35%
> CCOc1ccccc1-c1cc(C(=O)N/N=C/c2ccc(O)c(OC)c2)c2ccccc2n1
    13%	-13%	-6%	28%	0%	0	6%[59 µM]	-25%	9%
> COc1cc(/C=C2\SC(=S)N(CCC(=O)Nc3ccc(O)cc3)C2=O)cc(OC)c1OC
    -8%	22µM*	0%	33%[activator]	19%	0	1%	5%	-4%
> Cc1ccccc1-n1c(C)nnc1SC(C)C(=O)NCC1CCCO1 (stereo not given)
    -7%	12%	-3%	-8%	-4%	1	-3%[12.7 µM]	-17%	52%[activator]
> O=C(/C=C\Nc1ccccc1Br)c1ccc2c(c1)OCO2
    -9%	-29%	u	-6%	6%	-4	u	-13%	4%
> COc1cc(CN2CCCC(C(=O)Nc3ccccc3Oc3cccnc3)C2)ccc1F (stereo not given)
    -1%	-23%	8%[57.1 µM]	0%	-3%	-19	-21%	-7%	24%
> Cc1nc(SCC(=O)NCC2CCCO2)c2cc(-c3ccccc3)sc2n1 (stereo not given)
    2%	-3%	1%	0%	37%[activator]	2	u	-23%	67%[activator]
> CN(C)S(=O)(=O)c1ccc(NC(=O)CN2CCCC2c2ccc3c(c2)OCCCO3)cc1 (stereo not given)
    -1%	-15%	-36%	9%	-2%	-5	-8%[2.33 µM]	-10%	9%
> Cn1c(SCC(=O)N2c3ccccc3CCc3ccccc32)nnc1-c1cc2ccccc2cc1O
    -3%	-20%	2%	16%	21%	3	-6%[59 µM]	-12%	6%
> O=C(NC(NC(=O)c1ccccc1)c1ccccc1)c1ccccc1
    x	-30%	-32%	7%	2%	2	-2%[59 µM]	1%	17%
> CC(C)NC(=O)c1onc(CSc2cccc(F)c2)c1C(=O)O
    -7%	-28%	57%[activator]	3%	1%	-3	22%[0.501 µM]	-9%	6%
> CCCN1C2CCCC1CC(NC(=O)c1cc(OC)cc(OC)c1)C2 (stereo not given)
    5%	7%	-5%	1%	-5%	2	x	-17%	30%
> C=CCNC(=O)CN(c1ccc(F)c(Cl)c1)S(C)(=O)=O
    -3%	-11%	8%	1%	0%	-1	1%[59 µM]	11%	21%
> COc1cccc(CC(=O)N[C@@H](CCSC)c2nc3ccccc3[nH]2)c1
    -1%	-26%	-27%	-1%	-9%	3	-33%	3%	17%
> Cc1cccc(C)c1N1C(=O)C2ON(c3ccccc3)C(c3ccncc3)C2C1=O (stereo not given)
    4%	-15%	7%	-1%	2%	-2	u	-12%	29%
> COc1ccc(OC)c(C(O)c2coc3ccc(O)c(CN(C)C)c23)c1 (stereo not given)
    -6%	-20%	-20%	10%	-10%	-2	u	-15%	22%
> CCN(CC)S(=O)(=O)c1ccc(N2CCN(C)CC2)c(NC(=O)CSCC(=O)Nc2cccc(C)c2)c1
    0%	-18%	-5%	-17%	1%	-4	u	6%	10%
> CC(=O)N1CCN(CC(=O)Nc2cc(S(=O)(=O)N3CCOCC3)ccc2C)CC1
    -6%	-7%	x	48%[activator]	-4%	-5	-47%	-7%	22%
> C[C@H](CO)N1C[C@H](C)[C@@H](CN(C)C(=O)NC2CCCCC2)Oc2ccc(NC(=O)Nc3ccccc3)cc2C1=O
    i	-10%	x	-7%	-4%	-3	x	-13%	42%[activator]
> COc1ccc(-c2cc(C(=O)Oc3ccc(C#N)cc3)no2)cc1
    -11%	u	-24%	1%	6%	-5	-34%[59 µM]	-2%	30%
> COc1ccccc1C(=O)NCC(c1cccnc1)N(C)C (stereo not given)
    i	13%	9%	-10%	-14%	13	-39%	-3%	35%

Structures listed so far that have a thiophene ring, fused or not (three):
Below each SMILES: Tb PGK inh	JMJD2A Tudor	BAZ2B inh	GLS inh	Pin1 inh	PI4K2A block	G9a block	POLH inh	HP1b chromo inh
> CC(C)c1ccc(NC(=O)COC(=O)[C@@H]2CCCN2C(=O)c2cccs2)cc1
    6%	-7%	x	-6%	u	-2	x	-31%	40%[activator]
> O=C(NCC(=O)N(c1ccccc1)C(C(=O)NCC1CCCO1)c1ccccc1)c1cccs1 (stereo not given)
    0%	-1%	1%	4%	-1%	1	9%[59 µM]	-2%	13%
> Cc1nc(SCC(=O)NCC2CCCO2)c2cc(-c3ccccc3)sc2n1 (stereo not given)
    2%	-3%	1%	0%	37%[activator]	2	u	-23%	67%[activator]

These rows are one share of the data; the hit share may differ from the screen's.
